DNMT1 block: human DNMT1 methyltransferase inhibitors, primary screen, biochemical, molecular beacon, fluorescence, HinP1I cleavage, uHTS; DNA (cytosine-5)-methyltransferase 1 (Homo sapiens), P26358; inhibition (reported as % activation of signal), % at 10 µM; 360,000 compounds, 0.83% hits; AID 588458, 2011; in the data active = inhibition above about 50%
bovine MsrA act: bovine MsrA enzyme activators, primary screen, biochemical, absorbance, HTS | Methionine sulfoxide reductase A (Bos taurus) | purified bovine MsrA, absorbance read-out | activation, % at 10.6 µM | 360,000 compounds, 0.3% hits; in the data active = activation above about 7.5%;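 note: 0% = vehicle and 100% = reference activator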
CendR NRP1 mod: modulators of CendR peptide binding to NRP-1, primary screen, biochemical, fluorescence polarization, uHTS | 360,000 compounds, 0.85% hits | FAM-RPARPAR peptide binding to NRP-1 | Neuropilin-1 (Homo sapiens), O14786 | inhibition, % at 25 µM | AID 602438, 2012;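 active = inhibition or corrected inhibition above about 18%, plus a signal ratio from 0.5 to 1.5, limit read from the data, passing the limit was not always enough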; note: strong numbers were not always called active
eLon inh: inhibitors of E. coli Lon protease, primary screen, biochemical, fluorescence polarization; 360,000 compounds, 0.42% hits; inhibition, % at 7.94 µM; P0A9M0; purified E. coli Lon protease; in the data active = inhibition above about 13%, passing the limit was not always enough;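 note: 0% = enzyme with probe and DMSO and 100% = no enzyme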
STEP inh: STEP phosphatase inhibitors, primary screen, biochemical, fluorescence intensity, uHTS. inhibition, % at 20 µM. 360,000 compounds, 0.25% hits. recombinant STEP, OMFP fluorogenic substrate. AID 588621, 2011;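 active = inhibition at 20 µM, scaled per plate between control wells, above about 37%, limit read from the data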;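 note: 0% = DMSO with enzyme and substrate and 100% = substrate only without enzyme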
Target sequence (P54829 whole entry, looked up): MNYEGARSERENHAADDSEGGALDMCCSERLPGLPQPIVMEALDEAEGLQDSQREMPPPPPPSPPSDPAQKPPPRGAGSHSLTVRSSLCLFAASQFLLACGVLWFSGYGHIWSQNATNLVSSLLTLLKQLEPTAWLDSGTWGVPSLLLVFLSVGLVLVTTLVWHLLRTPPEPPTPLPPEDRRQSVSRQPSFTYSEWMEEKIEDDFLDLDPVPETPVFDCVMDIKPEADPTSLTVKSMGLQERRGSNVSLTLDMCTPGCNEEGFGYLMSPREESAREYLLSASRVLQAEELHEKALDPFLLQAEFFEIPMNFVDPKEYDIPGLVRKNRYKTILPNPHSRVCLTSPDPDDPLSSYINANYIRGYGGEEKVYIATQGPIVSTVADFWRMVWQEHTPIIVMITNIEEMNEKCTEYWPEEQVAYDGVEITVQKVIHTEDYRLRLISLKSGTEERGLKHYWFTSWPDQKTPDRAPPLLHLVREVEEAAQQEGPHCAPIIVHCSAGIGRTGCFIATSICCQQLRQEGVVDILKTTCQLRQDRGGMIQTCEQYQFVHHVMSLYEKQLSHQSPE
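Measure: Control-normalized % inhibition with plate pattern correction | Test system: STEP phosphatase, cell-free reaction | Medium: pH 6.0 Bis-Tris with DTT and Tween 20 | Technique: Fluorescence, 480/540 nm | Times: Reaction 20 min, ambient temperature | Doses: Single compound dose of 20 µM, 1% DMSO final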
MsrA inhibitor: bovine MsrA enzyme inhibitors, primary screen, biochemical, absorbance, HTS. 360,000 compounds, 0.75% hits. AID 651718, 2012. Methionine sulfoxide reductase A (Bos taurus). inhibition, % at 15.5 µM. purified bovine MsrA, absorbance read-out; in the data active = inhibition above about 4.5%;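 note: 0% = vehicle wells with enzyme and 100% = reference inhibitor wells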
LMPTP inh: LMPTP phosphatase inhibitors, primary screen, biochemical, fluorescence intensity, uHTS | recombinant LMPTP-A, OMFP fluorogenic substrate | 360,000 compounds, 0.22% hits | inhibition, % at 20 µM | AID 651560, 2012 | Low molecular weight phosphotyrosine protein phosphatase (Homo sapiens), P24666;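 active = compounds that cut the enzyme signal by at least half of the control window in the single-dose screen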;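 note: plate controls were DMSO wells with enzyme plus substrate for no effect and substrate without enzyme for full effect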
Target sequence (P24666 whole entry, looked up): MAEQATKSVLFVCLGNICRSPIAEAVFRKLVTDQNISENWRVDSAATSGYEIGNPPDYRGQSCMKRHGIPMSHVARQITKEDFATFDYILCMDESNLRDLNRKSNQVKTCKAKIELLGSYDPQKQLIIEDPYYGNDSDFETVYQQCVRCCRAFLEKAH
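Buffer or medium: Bis-Tris pH 6.0, DTT, detergent; Assay system: LMPTP-A enzyme; Quantity: 0.625 nM enzyme; Detection: endpoint fluorescence intensity; Times: 50 min dark incubation at room temperature; Controls: substrate-only low control, DMSO enzyme-plus-substrate high control; Doses: single 20 µM dose; Read-out: percent inhibition versus substrate-only and uninhibited controls; Reagent: 400 µM OMFP.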
Tb MetRS inh: T. brucei MetRS inhibitors, primary screen, biochemical, luminescence. AID 624268, 2012. methionyl-tRNA synthetase (Trypanosoma brucei brucei). inhibition, % at 11.9 µM. purified T. brucei MetRS, ATP depletion, Kinase-Glo luminescence. 360,000 compounds, 0.4% hits;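 active = inhibition above a per-plate cutoff of the control wells' mean inhibition plus 3 SD, cut at about 5.5% in these data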;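 note: 0% = DMSO wells median and 100% = median of wells with control inhibitor compound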
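Test system: purified T. brucei MetRS enzyme. Also added: ATP, methionine and E. coli bulk tRNA substrates. Compound: 11.9 µM single point. Schedule: 15 min enzyme-compound preincubation, 2 h reaction, 10 min detection, 25 °C. Signal: luciferase luminescence of residual ATP, Kinase-Glo. Evaluation: percent inhibition versus plate control medians. Controls: DMSO wells, low control.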
Scp-1 inhibitor: Scp-1 phosphatase inhibitors, primary screen, biochemical, colorimetric, uHTS. Carboxy-terminal domain RNA polymerase II polypeptide A small phosphatase 1 (Homo …. Recombinant Scp1, phosphopeptide, malachite green phosphate absorbance. inhibition, % at 20 µM. 340,000 compounds, 0.88% hits. AID 493091, 2011;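 active = inhibition above about 50% at 20 µM, limit read from the data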;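 note: plate controls were DMSO wells with enzyme for no effect and wells lacking enzyme for full effect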
Target sequence (Q9GZU7 76-261 limits assumed): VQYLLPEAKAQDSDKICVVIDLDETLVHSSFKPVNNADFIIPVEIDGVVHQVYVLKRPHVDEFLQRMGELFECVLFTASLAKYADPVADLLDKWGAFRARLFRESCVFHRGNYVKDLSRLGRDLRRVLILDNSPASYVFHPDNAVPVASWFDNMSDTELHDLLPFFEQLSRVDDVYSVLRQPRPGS
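assay system = SCP-1 phosphatase catalytic domain, residues 76-261 | buffer or medium = 50 mM Tris acetate pH 5.5, 0.005% Tween-20, 10 mM MgCl2 | incubation = enzyme reaction 45 min at room temperature, colour 5 min, stabilisation 30 min | signal = Phosphate-binding colour reagent, absorbance read at 630 nm | measure = % inhibition at 20 µM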
SUMO1 PPI mod: modulators of SUMO1 protein-protein interactions, primary screen, biochemical, uHTS; Small ubiquitin-related modifier 1 (Homo sapiens), P63165; SUMO1 binding to a labelled peptide, TR-FRET, 1 h; inhibition, % at 20 µM; 360,000 compounds, 0.33% hits; in the data active = inhibition above about 37%
Target sequence (P63165 whole entry, looked up): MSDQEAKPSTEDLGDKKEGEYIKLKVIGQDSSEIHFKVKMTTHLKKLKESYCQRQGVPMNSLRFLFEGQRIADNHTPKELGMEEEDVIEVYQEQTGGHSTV
The depositor's hits bear a star; . = no result given.

SMILES	DNMT1 block	bovine MsrA act	CendR NRP1 mod	eLon inh	STEP inh	MsrA inhibitor	LMPTP inh	Tb MetRS inh	Scp-1 inhibitor	SUMO1 PPI mod
CCCC(=O)Nc1ccc(NC(=O)c2ccccc2)nc1	2.4	-7.6	-2.2	-0.7	-2.7	1.6	-0.3	-1.6	-5.2	4.8
CC(=O)Nc1ccc(S(=O)(=O)NCCC(=O)NCCCc2ccccc2)cc1	1.0	-2.5	22.4*	-10.1	0.2	-0.4	-1.2	-0.4	-3.6	-2.9
COCCN(C(=O)c1cc(-c2ccccc2Cl)nc2ccccc12)c1c(N)n(CC(C)C)c(=O)[nH]c1=O	1.4	-7.5	-6.1	-1.0	-1.8	-0.3	-0.6	0.2	-0.1	-2.7
CC(=O)NCCc1nc2ccccc2n1Cc1ccc(Cl)cc1	-2.1	-1.4	-0.6	-6.3	-2.3	2.5	-0.4	-0.5	-8.3	2.3
Cc1cc(NC(=O)CSc2nc3ccccc3[nH]2)n(-c2ccccc2)n1	4.3	-2.2	7.4	-9.2	1.5	-0.4	0.5	-0.4	-14.8	-2.7
O=C(Nc1ccccc1)C1CC(=O)n2c(nc3ccccc32)N1 (stereo not drawn)	-0.3	-3.5	-15.5	-0.5	-1.2	-1.8	-1.9	1.3	-1.7	-4.9
Cc1ccc(CNC(=O)/C(C#N)=C/c2ccc(C)s2)cc1	3.6	-4.4	-0.2	-2.0	0.0	0.8	1.0	-0.3	-5.2	-3.4
CCS(=O)(=O)N1Cc2ccccc2CC1C(=O)Nc1cc(S(C)(=O)=O)ccc1Cl (stereo not drawn)	8.6	-2.3	5.6	3.0	0.5	-0.8	13.4	0.2	-8.3	5.5
O=C1NCCN(CC2CCN(CCc3ccccc3)CC2)C1=O	2.5	-3.9	-6.5	-0.1	-0.9	0.5	-2.9	-0.8	.	0.4
O=C(c1ccccn1)N1N=C2/C(=C/c3ccccc3)CCCC2C1c1ccccc1 (stereo not drawn)	-2.3	-3.9	11.4	-8.4	-0.1	-0.1	1.5	0.3	3.5	-9.2
CC(=O)c1c(C)[nH]c(C(=O)NCc2ccccn2)c1C	2.1	-4.5	-12.8	-4.6	-3.0	-0.7	-0.4	-0.5	6.0	-1.8
Cc1cccc(S(=O)(=O)Nc2nc3ccccc3nc2NCc2ccc3c(c2)OCO3)c1	3.5	-6.8	6.7	-7.5	-3.5	0.5	0.2	-0.1	-7.3	10.6
CC1CC(C)CN(C(=S)Nc2ccc(SC(F)F)cc2)C1 (stereo not drawn)	4.8	0.0	0.1	10.5	-0.4	-1.8	2.3	-0.2	5.7	-1.8
Cc1nnc(SCC(=O)Nc2cccc(S(=O)(=O)N3CCCC3)c2)n1C1CC1	-1.0	-3.0	-2.6	-2.2	-1.7	0.5	-0.1	-0.2	.	2.6
COc1ccc(NC(=O)N2CCN(c3ccc([N+](=O)[O-])cc3)CC2)cc1	-4.5	-3.3	5.6	-0.6	-2.1	3.0	4.1	1.3	-3.4	-10.7
O=C(CN1CCOC1=O)N1CCCC(N2CCN(c3cccc(C(F)(F)F)c3)CC2)C1 (stereo not drawn)	1.1	-4.4	11.8	2.8	-0.5	-0.5	-2.6	0.3	-4.5	3.4
O=C1N=c2ccccc2=C1c1sc(=S)n(NC(=O)c2cccc(O)c2)c1O	-3.1	7.1	-13.5	4.0	3.0	1.0	0.9	-0.2	-5.4	12.1
Cc1ccc2c(c1)C(c1ccc(N3CCOCC3)cc1)=NNC(c1cccs1)=N2	-7.8	-0.8	-13.7	-2.5	-2.5	0.2	2.5	-1.0	-5.2	-5.4
Cc1cc(OCC(=O)NCCO)ccc1Cl	0.5	-6.6	4.2	-7.2	-0.2	0.1	-1.0	-0.6	-2.9	33.7
CCOC(CNC(=O)c1ccc2c(c1)ncn2-c1ccc(F)c(F)c1)OCC	1.2	-5.1	7.1	-13.0	1.5	1.0	-1.9	-0.6	-4.7	-1.3
Cc1c(N=C2N=C(NC(=O)c3ccc(F)cc3)c3ccccc32)c(=O)n(-c2ccccc2)n1C	20.3	-0.4	132.8	-0.4	-3.1	-1.0	6.6	-0.6	-1.0	-33.7
Cc1[nH]c2ccccc2c1CN1CCN(c2ccccn2)CC1	-3.2	-1.5	13.0	-2.1	-1.0	-1.1	-1.2	0.3	-1.9	-0.5
CCN(C(=O)COC(=O)c1ccc(=O)n(Cc2ccccc2)n1)C1CCCCC1	1.5	0.1	-17.6	-7.9	-2.8	0.2	0.4	-0.2	-1.1	-19.4
CSCCC(NC(=O)c1ccccc1)C(=O)N1CCN(C(=O)c2ccccc2)CC1 (stereo not drawn)	6.2	-3.2	2.0	-4.0	-0.3	-0.2	-0.7	0.1	-9.3	3.9
CCN(CC)C(=O)C1CCN(S(=O)(=O)c2ccc(C3CNC(=O)C3)cc2)CC1 (stereo not drawn)	0.2	0.9	6.2	-3.3	2.7	0.6	-0.3	-0.1	-0.4	5.2
CCN(C(=O)COC(=O)c1cccnc1)c1cccc2ccccc12	-6.5	-2.4	-5.0	-7.1	-1.8	-0.4	-2.3	-0.4	14.6	-3.9
COc1ccc2cc(CN(CCCN3CCOCC3)Cc3nnnn3C3CCCC3)c(=O)[nH]c2c1	-3.1	-3.6	-17.5	-1.9	-0.5	2.5	-1.1	0.4	-5.2	-1.6
Cc1ccc(CNC(=O)c2coc(=O)c3ccccc23)o1	-6.8	-2.2	-6.5	-2.7	-1.1	-0.1	-0.6	-0.6	3.3	6.2
O=C(c1ccc(F)cc1)N1CCCC(N2CCN(Cc3ccc4c(c3)OCO4)CC2)C1 (stereo not drawn)	7.5	-7.6	3.5	-14.7	0.5	0.4	-0.8	-0.8	1.0	-0.4
CCc1cc2c(=O)c(-n3cnc4ccccc43)coc2cc1O	-1.3	-1.5	4.9	-10.3	-1.8	3.5	-6.2	-0.6	0.8	0.1
COc1cc(C(C)=O)ccc1Oc1ccc(S(=O)(=O)N2CCOCC2)cn1	-1.0	0.4	1.3	-13.4	-0.8	0.0	-0.9	-0.2	14.8	6.1
COC(=O)c1ncccc1SC	2.1	-4.5	-1.8	1.2	2.2	1.3	-1.2	0.1	-3.4	-0.4
O=S(=O)(c1ccc(Cl)cc1)N1CCn2c1nc1ccccc12	-0.8	-7.2	3.7	-6.3	-3.6	0.5	-1.8	-1.1	-7.7	3.7
CCCCCCN1Cc2ccccc2C1	0.7	1.3	-4.1	5.5	2.1	-0.7	-0.9	-0.6	-8.5	-2.4
O=C(NCc1n[nH]c(=S)n1-c1ccc(Cl)c(Cl)c1)c1ccc(S(=O)(=O)N2CCCCC2)cc1	-0.5	3.6	-2.2	-5.5	0.7	0.5	-0.3	-0.9	-8.1	11.1
CCC1Nc2ncnc(N3CCOCC3)c2N(Cc2ccc(Cl)cc2)C1=O (stereo not drawn)	1.1	-12.1	14.9	-9.1	-7.1	.	-0.1	-0.6	0.6	7.2
COc1cccc(C(=O)N(C)Cc2c(C)nn(C3CCS(=O)(=O)C3)c2C)c1 (stereo not drawn)	1.5	-9.6	13.2	-17.9	-0.9	-1.3	-0.4	-0.6	7.1	1.3
CC1CCN(c2c([N+](=O)[O-])nn(-c3ccc4c(c3)OCCO4)[n+]2[O-])CC1	-1.7	0.3	-0.4	8.6	1.6	0.7	1.6	-0.3	-2.9	-30.9
COC(=O)c1ccccc1S(=O)(=O)N1CCCC(c2nc3c(nnn3Cc3ccc(C)cc3)c(=O)[nH]2)C1 (stereo not drawn)	-2.3	-1.3	1.7	-0.3	0.3	1.6	0.9	-0.6	-2.3	2.5
Cn1cccc1/C=N/NC(=O)CSc1nc2ccccc2n1C	-0.9	-3.1	-8.8	2.6	0.0	2.4	0.0	-0.1	-14.2	-4.9
CCCN(CCC)C(=O)Cn1c(=O)n(CCCC(=O)NCc2ccco2)c(=O)c2sccc21	3.0	-3.0	-0.4	8.0	0.8	-0.1	-0.2	0.3	-12.6	14.4
Cc1nc(N2CCN(S(=O)(=O)c3ccc(Br)cc3)CC2)c2c(C)c(C)sc2n1	1.0	-10.8	22.2	-9.2	3.6	-0.6	2.5	-1.1	15.6	0.0
COc1ccc(C(=O)c2c(C)c3cc(C)ccc3n2CC(O)CN2CCOCC2)cc1 (stereo not drawn)	1.2	-12.3	-1.7	6.0	0.0	1.6	-1.7	-0.7	3.0	-12.3
OC(CNCc1ccc(-c2ccccc2)cc1)c1ccccc1 (stereo not drawn)	-2.1	0.4	4.1	7.2	3.1	0.8	-1.1	-0.3	-5.4	-3.6
C[n+]1cnn2c1SCC1(COC1)C2	-1.4	-0.3	4.2	-1.5	-1.2	-0.5	-2.5	0.2	104.3*	-0.8
CC(C)(C)c1ccc(-n2nc(C(N)=O)c(O)cc2=O)cc1	2.6	-13.2	4.5	-6.4	1.6	-0.4	3.1	-0.9	4.6	-2.9

At a glance, 4 of the compounds above.
SMILES	DNMT1 block	bovine MsrA act	CendR NRP1 mod	eLon inh	STEP inh	MsrA inhibitor	LMPTP inh	Tb MetRS inh	Scp-1 inhibitor	SUMO1 PPI mod
CCCC(=O)Nc1ccc(NC(=O)c2ccccc2)nc1	2.4	-7.6	-2.2	-0.7	-2.7	1.6	-0.3	-1.6	-5.2	4.8
CC(=O)Nc1ccc(S(=O)(=O)NCCC(=O)NCCCc2ccccc2)cc1	1.0	-2.5	22.4*	-10.1	0.2	-0.4	-1.2	-0.4	-3.6	-2.9
COCCN(C(=O)c1cc(-c2ccccc2Cl)nc2ccccc12)c1c(N)n(CC(C)C)c(=O)[nH]c1=O	1.4	-7.5	-6.1	-1.0	-1.8	-0.3	-0.6	0.2	-0.1	-2.7
CC(=O)NCCc1nc2ccccc2n1Cc1ccc(Cl)cc1	-2.1	-1.4	-0.6	-6.3	-2.3	2.5	-0.4	-0.5	-8.3	2.3

Source: PubChem (several laboratories)
